Source: PubChem
ARFGAP1 inh = inhibitors of rat ARFGAP1 GAP activity, primary screen, biochemical, fluorescence polarization, GDP tracer. ADP-ribosylation factor GTPase-activating protein 1 (Rattus norvegicus), Q62848. Arfgap1-stimulated ARF1 GTP hydrolysis, GDP FP detection. inhibition, % at 16.5 µM. 360,000 tested, 0.26% active. AID 651572, 2012;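 active = inhibition above a per-plate limit, mean inhibition of low control wells plus 3 SD, cut at about 25% in these data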;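 also: 0% = DMSO wells with enzyme and 100% = wells lacking Arfgap1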
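Material: rat Arfgap1 catalytic domain, aa 1-136; also added: human ARF1(Δ1-17)-GTP substrate; compound dosing: one concentration, 16.5 µM, DMSO 1.26%; incubation: GTP hydrolysis reaction 2 h at 25 °C; measured by: Tracer-displacement fluorescence polarization with EDTA stop, 620/688 nm; evaluation: % inhibition from polarization; repeats: one replicate per compound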
ASAP1 GAP inh = inhibitors of human ASAP1 ArfGAP activity, primary screen, biochemical, fluorescence polarization; Arf-GAP with SH3 domain, ANK repeat and PH domain-containing protein 1 (Homo sapiens), …; ASAP1-stimulated ARF1 GTP hydrolysis, GDP FP detection; inhibition, % at 16.5 µM; 360,000 tested, 0.19% active; AID 624377, 2012; in the data active = inhibition above about 25%;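 also: 0% = vehicle with enzyme and substrate and 100% = no enzyme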
KLK7 zymogen act = proKLK7 zymogen activators, primary screen, biochemical, fluorescence intensity. Kallikrein-7 (Homo sapiens), P49862. 370,000 tested, 0.9% active. activation, % at 7 µM. purified proKLK7, EDANS-DABCYL substrate fluorescence; 100% is mature enzyme control, 0% vehicle. AID 652039, 2013;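 active = activation above the mean of all tested compounds plus 3 SD, computed per campaign excluding outliers beyond control limits, cut at about 13% in these data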
Target sequence (P49862 whole entry, looked up): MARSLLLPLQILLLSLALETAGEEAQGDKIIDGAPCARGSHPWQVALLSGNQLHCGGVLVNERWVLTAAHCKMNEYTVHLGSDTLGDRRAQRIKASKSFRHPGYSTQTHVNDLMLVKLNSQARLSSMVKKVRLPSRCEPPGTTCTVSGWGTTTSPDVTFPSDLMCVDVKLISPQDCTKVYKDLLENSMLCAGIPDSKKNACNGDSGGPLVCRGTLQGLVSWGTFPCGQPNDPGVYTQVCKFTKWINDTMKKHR
Tn6 DDE FP = inhibitors of Tn6 peptide binding to fibrin DD(E), primary screen, biochemical, fluorescence polarization, human fibrin, Tn6 probe; Fibrinogen beta chain (Homo sapiens), P02675; Fibrin DD(E) TRITC-Tn6 fluorescence polarization displacement; inhibition, % at 8.3 µM; 370,000 tested, 0.21% active;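 active = inhibition above a per-campaign cutoff: mean of compounds within control limits plus 3 SD, cut at about 15% in these data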;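 also: 0% = median of all compound wells on the plate and 100% = blocking peptide control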
PLCg1 inh = PLC-gamma1 enzyme inhibitors, primary screen, biochemical, fluorescence, purified enzyme; fluorogenic substrate; inhibition, % at 12.2 µM; 370,000 tested, 0.84% active; in the data active = inhibition above about 9.5%
Rev-erbA mod = modulators of Rev-erb alpha DNA binding, primary screen, biochemical, FITC-DNA, fluorescence polarization, uHTS | Rev-erbα–FITC-DNA binding, 90 min | AID 1259318, 2017 | 370,000 tested, 0.79% active | activity, % at 10 µM | Nuclear receptor subfamily 1 group D member 1 (Homo sapiens), P20393;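 active = activity above about 14%, limit read from the data; passing the limit was not always enough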;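 also: 0% = DMSO wells with 35 nM protein and 100% = DMSO wells with 750 nM protein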
Target sequence (P20393 whole entry, looked up): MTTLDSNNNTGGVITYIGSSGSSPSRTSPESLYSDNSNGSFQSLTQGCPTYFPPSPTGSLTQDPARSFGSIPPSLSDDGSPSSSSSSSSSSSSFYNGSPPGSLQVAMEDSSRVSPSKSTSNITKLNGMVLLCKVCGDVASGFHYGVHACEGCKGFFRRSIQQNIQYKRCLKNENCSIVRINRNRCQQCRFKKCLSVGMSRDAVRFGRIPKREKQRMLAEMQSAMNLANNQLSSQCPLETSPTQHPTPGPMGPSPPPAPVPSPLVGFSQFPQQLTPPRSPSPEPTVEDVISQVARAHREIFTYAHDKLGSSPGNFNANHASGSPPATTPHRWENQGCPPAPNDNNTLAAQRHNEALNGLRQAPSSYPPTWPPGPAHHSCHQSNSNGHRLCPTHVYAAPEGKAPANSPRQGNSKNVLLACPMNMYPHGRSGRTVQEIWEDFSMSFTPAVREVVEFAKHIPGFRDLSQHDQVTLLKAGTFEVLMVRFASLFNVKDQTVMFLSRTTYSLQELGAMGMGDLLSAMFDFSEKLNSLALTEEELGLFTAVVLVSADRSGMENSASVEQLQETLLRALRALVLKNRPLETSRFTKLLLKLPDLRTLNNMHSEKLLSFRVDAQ
PLCb3 inh = human PLC-beta3 inhibitors, primary screen, biochemical, fluorescence | 1-phosphatidylinositol 4,5-bisphosphate phosphodiesterase beta-3 (Homo sapiens), Q01970 | Purified PLC-beta3, fluorogenic substrate | inhibition, % at 12.2 µM | 370,000 tested, 0.18% active | AID 720704, 2013; in the data active = inhibition above about 11%;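 also: 0% = median of compound wells on plate and 100% = full blocker control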
UHRF1 binding = UHRF1 methylated DNA binding inhibitors, primary screen, counter-screen for MBD2 inhibitor project, biochemical, TR-FRET, human UHRF1, single concentration; UHRF1 binding to methylated oligo; inhibition, % at 4.4 µM; 370,000 tested, 0.75% active; AID 687016, 2013; in the data active = inhibition above about 21%;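 also: UHRF1 SRA domain binding a hemimethylated CpG hairpin DNA probe; 0% = median of test compound wells and 100% = reference inhibitor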
sPLA2-III inh = human group III sPLA2 inhibitors, primary screen, biochemical, QFRET, BODIPY PC-A2 liposome substrate; Group 3 secretory phospholipase A2 (Homo sapiens), Q9NZ20; QFRET BODIPY PC-A2 liposome hydrolysis, fluorescence; inhibition, % at 12.2 µM; 370,000 tested, 0.56% active; AID 743126, 2013;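 active = inhibition above mean plus 3 SD of compounds lying within the high and low control bounds, cut at about 19% in these data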;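 also: 0% = median of test compound wells and 100% = no enzyme DMSO wells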
Tn7 DDE FP = inhibitors of Tn7 peptide binding to fibrin DD(E), primary screen, biochemical, fluorescence polarization, human fibrin, Tn7 probe | FP displacement of FITC-Tn7 peptide from fibrin DD(E); 0% = median of compound wells per plate | inhibition, % at 8.3 µM | 370,000 tested, 0.13% active | AID 720508, 2013;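 active = inhibition above the mean of compounds falling within the control limits plus 3 SD of them, cut at about 14% in these data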;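 also: 0% = plate median of compound wells and 100% = 10 µM Aha-Tn7 peptide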
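System: human fibrin DD(E); quantity: Fibrin-DD(E) at 2 µM final; also added: fluorescent Tn7 probe at 0.1 µM; compound dosing: single nominal test concentration of 8.3 µM per compound; schedule: 10 min preincubation, 3 h with tracer, room temperature; detection: fluorescence polarization of the labelled Tn7 tracer; repeats: one replicate per compound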
The depositor's hits bear a star; i = inactive; / = no result given.

SMILES	ARFGAP1 inh	ASAP1 GAP inh	KLK7 zymogen act	Tn6 DDE FP	PLCg1 inh	Rev-erbA mod	PLCb3 inh	UHRF1 binding	sPLA2-III inh	Tn7 DDE FP
Cc1sc2ncnc(OCC(=O)N3CCN(C(=O)c4ccco4)CC3)c2c1C	1	12	-0.6	-1	2	-9	3	2	1	3
CC(NC(=O)c1ccccc1)C(=O)N/N=C/c1cccc([N+](=O)[O-])c1 (centres undefined)	1	3	-0.4	9	2	-1	4	2	2	-5
COc1ccc(-c2nc3ccc(C(=O)NCC(OC)OC)cc3nc2-c2ccc(OC)cc2)cc1	12	-18	-22	0	-237	4	-328	1	-4	-5
COCc1nnc(SCC(=O)Nc2cccc(Cl)c2C)n1-c1ccccc1	-2	5	0.4	-4	-2	1	1	-2	-3	-3
COC(=O)c1cc(NS(=O)(=O)c2ccc3c(c2)CCC(=O)N3)cc(C(=O)OC)c1	-4	-4	-2.4	6	-55	-3	-78	-2	-3	4
CN1CC(=O)N(CC(=O)NCCc2ccc(F)cc2)c2ccccc2C1=O	2	-4	0.2	-7	2	-6	0	0	0	2
CN(C(=O)CSc1nnc(-c2ccc3c(c2)OCO3)o1)C1CCS(=O)(=O)C1 (centres undefined)	8	3	0.0	-1	1	-3	-6	-4	5	-8
Cc1ccc(C)c(Cn2nnc3c(=O)[nH]c(C4CCN(C(=O)c5cccs5)CC4)nc32)c1	-8	-9	0.1	-8	1	2	1	4	-45	4
CCCc1nc2oc3cc(OC)ccc3c(=O)c2c(=O)n1Cc1ccco1	1	-2	-0.4	-2	-4	-12	-18	6	-8	-6
Cc1ccc(S(=O)(=O)N2Cc3ccccc3CC2C(=O)Nn2cnnc2)cc1 (centres undefined)	-7	3	0.3	-11	0	1	0	-1	-8	-2
O=C(CSc1nc2ccccc2o1)NCc1ccc2c(c1)OCO2	-6	6	-0.1	-2	-2	4	0	1	-19	8
O=C1C2C3C=CC(C3)C2C(=O)N1c1cccc(-c2nc3ccccc3o2)c1 (centres undefined)	-5	-1	-0.4	-6	-1	29*	0	-2	3	1
Cc1nnc(SCc2nc3ccccc3[nH]2)s1	-7	-9	-0.5	-2	-4	1	-2	1	7	12
CCCN(CC(=O)Nc1ccccc1OC)C(=O)CN1C(=O)NC2(CCCCC2)C1=O	15	-20	-0.4	1	-5	3	-5	19	0	9
Nc1cc(=O)[nH]c(SCC(=O)Nc2ccc([N+](=O)[O-])cc2)n1	4	-1	-0.3	-10	1	-1	-6	2	11	6
COc1ccc(-n2nc(C(=O)N(C)C)nc2-c2ccccc2)cc1	-2	-5	-0.2	0	5	1	2	4	0	6
Cc1cnc(C(=O)N2CCCC(N3CCN(c4cccc(C(F)(F)F)c4)CC3)C2)cn1 (centres undefined)	-9	-5	0.8	1	2	5	-3	-1	1	5
O=C(NCc1nnc2c(C(F)(F)F)cc(Cl)cn12)c1ccc2c(c1)OCO2	-6	-12	0.0	-2	-2	1	-5	-2	2	-1
CC1(C)C2CCC13CS(=O)(=O)NC3C2 (centres undefined)	7	-5	0.5	2	-1	2	1	-5	0	7
COc1ccc(-n2ncc3c(N(C)C4CCCCC4)ncnc32)cc1	-2	11	0.1	3	-1	-6	-3	2	8	4
CC(C)(C)C(=O)Nc1ccc(S(=O)(=O)Nc2ccccn2)cc1	1	5	0.9	0	-7	2	-6	1	-1	8
CCC(=O)Oc1ccc2c(C)cc(=O)oc2c1C	12	-8	422*	3	i	2	i	-3	-3	3
CSc1nnc(SCC(=O)N(C)c2c(N)n(Cc3ccccc3)c(=O)[nH]c2=O)s1	1	-13	-0.1	4	-2	7	-7	3	9	1
Cn1c(SCC(=O)NC(C)(C)C)nc(O)cc1=O	-1	15	0.4	2	2	1	-4	4	11	-3
COc1ccc(C2c3sc(=O)[nH]c3SC3C(=O)N(c4ccccc4)C(=O)C32)cc1 (centres undefined)	2	-7	5.0	-2	-36	-1	-45	-9	-19	-2
Cc1ccc(CNC(=O)[C@H](C)N2C(=O)N3CCc4c([nH]c5ccccc45)[C@@]3(C)C2=O)cc1	6	0	0.1	-3	4	-7	-1	5	-5	3
Cn1c(=O)c2c(nc(NC(Cc3ccccc3)C(=O)O)n2Cc2ccccc2)n(C)c1=O (centres undefined)	7	18	0.6	0	3	5	2	3	1	-7
C[C@H](c1ccccc1)N1C[C@H](COCc2ccccc2)Oc2cc(N3CC[C@H](N(C)C)C3)ccc2S1(=O)=O	4	6	1.0	-6	2	2	-13	-1	-23	-10
O=C1C/C(=C\c2c(F)cccc2Cl)N2CCC1CC2	2	8	-0.5	-6	-1	/	-8	0	1	-6
Cc1ccc(-n2nc3c(c2NC(=O)c2ccc4c(c2)OCO4)CSC3)cc1	2	-3	0.1	-12	6	4	3	3	0	-10
COCCNC(=S)N(Cc1cccs1)Cc1cc2cccc(C)c2[nH]c1=O	12	5	0.3	5	1	-3	-1	6	5	-2
O=C(CCNS(=O)(=O)c1c(Cl)cccc1Cl)N1CCCC1	2	5	0.7	-4	-2	-1	-1	2	-2	-2
CC(C)C(=O)Nc1csc(C(F)(F)F)c1-c1ccccc1	-5	4	-0.6	-3	1	2	-7	0	4	-1
O=S(=O)(NC1CCN(S(=O)(=O)c2c(F)cccc2F)C1)c1ccc2c(c1)OCCO2 (centres undefined)	7	-3	-0.4	7	1	4	-1	3	2	9
COc1ccccc1NC(=O)/C(C#N)=C/c1cccnc1	1	-8	-0.1	-6	1	-4	-10	1	-17	-4
CCc1nnc(NC(=O)[C@@H](NC(=O)c2ccc(OC)cc2)C(C)C)s1	2	10	0.2	7	2	-3	2	3	-8	6
O=C(CCn1c(=O)c2ccccc2n(Cc2ccccc2)c1=O)NC1CCN(Cc2ccccc2)CC1	5	-14	-0.6	9	3	13	-8	-3	6	3
Cc1ccc(C(=O)NC2CCc3ccccc3C2=O)cc1 (centres undefined)	0	3	-0.6	-6	-1	-3	-9	-4	1	5
C/C(CC(=O)Nc1cccc(Cl)c1)=N\NC(=O)Cc1ccc(Cl)cc1	-5	7	-0.6	-7	-1	-3	1	0	-26	-4
CCCCn1c(N)c(N(CC)C(=O)c2cc(OC)cc(OC)c2)c(=O)[nH]c1=O	4	0	0.1	2	-2	6	-6	0	7	7

Reformatted: results already given.
Each structure is followed by: ARFGAP1 inh | ASAP1 GAP inh | KLK7 zymogen act | Tn6 DDE FP | PLCg1 inh | Rev-erbA mod | PLCb3 inh | UHRF1 binding | sPLA2-III inh | Tn7 DDE FP
> COc1ccccc1NC(=O)/C(C#N)=C/c1cccnc1
 : 1 | -8 | -0.1 | -6 | 1 | -4 | -10 | 1 | -17 | -4
> CCc1nnc(NC(=O)[C@@H](NC(=O)c2ccc(OC)cc2)C(C)C)s1
 : 2 | 10 | 0.2 | 7 | 2 | -3 | 2 | 3 | -8 | 6
> O=C(CCn1c(=O)c2ccccc2n(Cc2ccccc2)c1=O)NC1CCN(Cc2ccccc2)CC1
 : 5 | -14 | -0.6 | 9 | 3 | 13 | -8 | -3 | 6 | 3

Later entries
SMILES	ARFGAP1 inh	ASAP1 GAP inh	KLK7 zymogen act	Tn6 DDE FP	PLCg1 inh	Rev-erbA mod	PLCb3 inh	UHRF1 binding	sPLA2-III inh	Tn7 DDE FP
CCCCOC(=O)CCc1c(C)n[nH]c1C	1	-4	-0.4	-2	0	1	2	0	-4	-3
CCC(CC)c1nnc(NC(=O)[C@@H](NC(=O)c2cccc(C)c2)C(C)C)s1	-7	5	-0.2	-1	-2	-5	3	-4	3	4
CC(=O)c1cc(-c2ccccc2)n(CCC(=O)NC2CCCCCC2)c1C	11	-8	0.1	0	1	-8	2	0	-7	-3
CNC(=O)c1ccc(-c2ccccc2)s1	-4	0	0.1	0	-2	-5	-4	-1	-2	-1
CN(C)C(=O)c1cc(Cl)ccc1Sc1cc(Cl)ccc1Cl	2	7	0.0	-4	-1	3	-1	0	4	3
CCCCNC(=O)C1CCC(CNS(=O)(=O)c2cccc3nsnc23)CC1 (centres undefined)	-2	6	-0.1	-5	0	2	-7	2	2	0
CN1c2ccc(C#CC3CC3)cc2[C@@H]2[C@@H](CCN2C(=O)C2CCOCC2)[C@H]1CO	/	/	0.1	1	-40	2	-54	0	-3	-6
O=C(CSc1nnnn1C1CCCC1)NCc1cccs1	-16	2	-0.3	5	1	2	-5	-2	-1	-1
Cc1ccc2nc(N(CCN(C)C)C(=O)C3CCN(S(=O)(=O)c4cccs4)CC3)sc2c1	5	-6	0.1	-3	4	-1	1	1	-3	4
Cc1ccc(S(=O)(=O)N2CCOCC2)cc1NC(=O)COC(=O)C1CCC1	-1	-7	1.0	0	3	-5	0	1	-4	3
